Screening results: PubChem, Johns Hopkins Ion Channel Center
CHT PAM = CHT positive allosteric modulators, primary screen, cell-based, membrane potential dye, choline EC20; High affinity choline transporter 1 (Homo sapiens), Q9GZV3; CHT-expressing cells; hits give high values; LV-AA mutant CHT in HEK293 cells; B-score at 10 µM; 0.49% of 310,000 active; AID 488977, 2010;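 active = initial fluorescence not abnormally high and integrated response B-score, plate-corrected, over 3 SD above library mean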
Target sequence (Q9GZV3 whole entry, looked up): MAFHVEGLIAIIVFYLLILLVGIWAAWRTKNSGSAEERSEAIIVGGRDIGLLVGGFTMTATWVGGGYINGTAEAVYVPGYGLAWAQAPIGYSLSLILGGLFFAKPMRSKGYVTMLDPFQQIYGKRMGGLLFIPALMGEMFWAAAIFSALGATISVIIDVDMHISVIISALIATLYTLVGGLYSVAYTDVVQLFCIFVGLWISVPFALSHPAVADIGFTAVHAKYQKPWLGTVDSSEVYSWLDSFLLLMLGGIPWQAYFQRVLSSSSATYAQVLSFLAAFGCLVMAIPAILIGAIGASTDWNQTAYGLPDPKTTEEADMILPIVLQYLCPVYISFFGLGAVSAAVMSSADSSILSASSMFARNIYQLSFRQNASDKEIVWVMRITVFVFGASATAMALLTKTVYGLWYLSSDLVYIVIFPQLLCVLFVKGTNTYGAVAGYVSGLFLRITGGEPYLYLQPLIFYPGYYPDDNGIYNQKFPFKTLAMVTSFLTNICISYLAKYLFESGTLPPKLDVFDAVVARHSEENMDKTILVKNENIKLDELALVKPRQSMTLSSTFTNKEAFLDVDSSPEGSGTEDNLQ
CHT block = inhibitors of human choline transporter CHT | High affinity choline transporter 1 (Homo sapiens), Q9GZV3 | CHT-expressing cells, membrane potential dye, choline response; hits give low values | B-score at 10 µM | 0.86% of 310,000 active | AID 488975, 2010;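 active = B-score over 3 SD under the library average, and starting fluorescence ratio not unusually high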;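 also: choline stimulus applied at its EC90 after an EC20 pre-addition; B-score computed on integrated fluorescence ratio after choline addition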
Starred values were filed as active, the others as inactive; i = inactive.

mol,CHT PAM,CHT block
COc1ccc(-c2nnc(SCC(N)=O)n2N)cc1,i,i
Cc1ccc(-c2nc(CS(=O)CC(=O)NCc3ccc(Cl)cc3)c(C)o2)cc1 (stereo not given),i,i
Cc1nn(-c2ccccc2)c(Cl)c1C(=O)OC(C)C(=O)NC(=O)NC1CCCCC1 (stereo not given),i,i
CC1CCc2nc3ccccc3c(C(=O)OCC(=O)N3CCc4ccccc43)c2C1 (stereo not given),i,i
COc1ccc2c(CC(=O)NCCN3C(=O)S/C(=C\c4cccnc4)C3=O)coc2c1,i,i
CCOc1ccc(C(=O)CN2CCN(S(=O)(=O)c3ccc(F)cc3)CC2)cc1,i,i
COc1ccc(CNC(=O)c2coc(=O)c3ccccc23)c(OC)c1,i,i
CCOC(=O)c1c(C)[nH]c(C)c1C(=O)COC(=O)[C@@H]1CCCN1S(=O)(=O)c1ccc(Cl)cc1,i,i
CSc1ccc(S(=O)(=O)N2CCC(C(=O)Nc3ccc(C(N)=O)cc3)CC2)cc1,i,i
CN(C)c1ccc(P(=O)(OC2CCCCC2)C(Nc2ccccc2)c2cccnc2)cc1 (stereo not given),i,i
CCCOc1ccc(C(C)=O)cc1CSc1nc(O)cc(=O)[nH]1,i,i
C(=C\c1nnc(-c2cccs2)o1)/c1ccccc1,i,i
COc1ccc(S(=O)(=O)N2CCCC2CNC(=O)C(=O)NCc2ccccc2Cl)cc1 (stereo not given),i,i
FC(F)(F)c1nc(SCc2ccccc2)n[nH]1,i,i
COc1ccc(-n2ncc3c2CC(C)(C)CC3NC(=O)CN2CCOC2=O)cc1 (stereo not given),i,i
O=C(Nc1cc(Cl)cc(Cl)c1)C1CCCC1,i,i
CCOc1cc2[nH]c(=S)n(Cc3ccc(C(=O)NCC(OC)OC)cc3)c(=O)c2cc1OCC,i,i
Cc1ccccc1C(=O)NC(=S)NCCc1ccccc1,i,i
O=C(NC1CCCCC1)C(c1cccs1)N(C(=O)Cc1c[nH]c2ccccc12)c1ccc(F)cc1 (stereo not given),i,i
O=C(Nc1ccccc1)O/N=C/c1ccc(F)cc1,i,i
COc1ccc(C)cc1Nc1n[n+](-c2ccccc2)c(-c2cccc(Cl)c2Cl)s1,i,i
Cc1ccc(-c2cc(C(=O)Nc3cnn(C(C)C)c3)no2)cc1,i,i
COCCn1c(SCC(=O)N2CCCC2)nc2c([nH]c3ccccc32)c1=O,i,i
CCOc1ccc(C(C)=O)cc1COc1ccc(-c2nnco2)cc1,i,i
Cc1cccc(C)c1N1CCN(C(=O)Cn2cncn2)CC1,i,i
CC(C)c1nc(Cl)c(C#N)c2c1CCCC2,i,i
CC(C)CN1CCC(=O)N(CCO)CC1,i,i
CCOC(=O)C1Cn2c(nc3c(c2=O)C(C)(C)Cc2ccccc2-3)S1 (stereo not given),i,i
CC1=NN(C(N)=S)C(=O)C1N=Nc1cccc(Cl)c1 (stereo not given),i,i
O=C(O)c1ccc(Nc2nc3c(s2)CCCC3)cc1,i,i
Cc1ccc(CNc2cccnc2)cc1,i,i
O=C(NC1CCCCCCC1)c1c(O)c2ccccc2[nH]c1=O,i,i
CC(=O)Nc1cc(NC(=O)C2C3C=CC(C3)C2C(=O)O)ccc1Cl (stereo not given),i,i
CCc1nn2c(NCCOC)cc(C)nc2c1-c1ccc(F)cc1,i,-5.1*
Nc1ccc2nc(CCCCCCCCc3nc4ccc(N)cc4[nH]3)[nH]c2c1,i,i
CCn1cc(C(=O)NCCc2ccccc2)c(=O)c2cc(F)c(N3CCN(C)CC3)cc21,i,i
CCOC(=O)C1(CCc2ccccc2)CCN(C2Cc3ccccc3C2)CC1,i,i
O=C(NCc1ccco1)c1cc(S(=O)(=O)N2CCCc3ccccc32)ccc1Cl,i,i
Cc1cc2c(c(=O)n1Cc1ccccn1)C(c1ccc3c(c1)OCO3)C(C#N)=C(N)O2 (stereo not given),i,i
CN1CC(c2ccccc2)C2(COc3ccccc3C2=O)C12C(=O)Nc1ccccc12 (stereo not given),i,i
O=C(O)CCN=CC1=C(O)CC(c2ccccc2)CC1=O (stereo not given),i,i
OCCN1CCN(c2nc(-c3ccccc3O)nc3ccccc23)CC1,i,i
CCO[C@H]1OC(C(=O)NC2CC2)=C[C@@H](c2coc3ccccc3c2=O)[C@@H]1CCCO,i,i
COc1ccc([N+](=O)[O-])cc1NC(=O)CC(c1ccccc1)c1ccccc1,i,i
COc1ccc(-c2nnc3sc(-c4ccco4)nn23)cc1OC,i,i

Reformatted field by field: four of the compounds above
> Cc1ccc(CNc2cccnc2)cc1
- CHT PAM = i
- CHT block = i
> O=C(NC1CCCCCCC1)c1c(O)c2ccccc2[nH]c1=O
- CHT PAM = i
- CHT block = i
> CC(=O)Nc1cc(NC(=O)C2C3C=CC(C3)C2C(=O)O)ccc1Cl (stereo not given)
- CHT PAM = i
- CHT block = i
> CCc1nn2c(NCCOC)cc(C)nc2c1-c1ccc(F)cc1
- CHT PAM = i
- CHT block = -5.1*

Later entries:
mol,CHT PAM,CHT block
O=C(NCCCN1CCOCC1)c1cnn2c(-c3ccccc3)cc(-c3ccccc3)nc12,i,i
O=C(CCN1C(=O)CSC1=O)Nc1ccccc1,i,i
COCC(C)OC(=O)/C(C#N)=C\c1coc2ccc(C)cc2c1=O (stereo not given),i,i
Cc1cccc(C)c1NC(=O)C(NC=O)c1ccccc1 (stereo not given),i,i
Cc1ccc(NC(=O)c2oc3ccccc3c2NC(=O)C2CCCO2)cc1C (stereo not given),i,i
COc1ccc(OC(C)C(=O)Nc2ccc([N+](=O)[O-])cc2)cc1 (stereo not given),i,i
CCN1CCN(Cc2nc3c(c(=O)n(C)c(=O)n3C)n2Cc2cccc3ccccc23)CC1,i,i
O=C(NCc1ccc2c(c1)OCO2)c1ccc(NC(=O)C2CCCO2)cc1 (stereo not given),i,i
Cn1c(=O)c(C(=O)c2ccccc2)nc2ccccc21,i,i
CCOC(=O)C1=CN(CC2CCCO2)C=C(C(=O)OCC)C1c1ccccc1C(F)(F)F (stereo not given),i,i
CC(C)N(C(=O)COC(=O)CNS(=O)(=O)c1ccccc1F)c1ccccc1,i,i
c1ccc(CN2OCC3Cn4c(nc5ccccc54)C32)cc1 (stereo not given),i,i
Cc1nc2ccccc2c(=O)n1/N=C/c1ccc(O)cc1O,i,i
O=C(COC(=O)c1cnccn1)c1ccc(OC(=O)c2ccccc2)cc1,i,i
CCCNC(=O)c1[nH]c(C)c(C(=O)OCC)c1C,i,i

Remaining list, next part:
Structure,CHT PAM,CHT block
COc1ccc(OC)c(N(CC(N)=O)S(=O)(=O)c2ccc(OC)c(OC)c2)c1,i,i
COCCNC(=O)c1cc(Sc2nnc(C)s2)nc2ccccc12,i,i
O=C1c2cccnc2C(O)N1Cc1cccs1 (stereo not given),i,i
N#Cc1nc(-c2ccccc2F)oc1NCCc1ccccc1,i,i
Cc1cc(C(F)(F)F)nn1CC(=O)N1CCOCC1,i,i
CC(C)C[C@H](NC(=O)N1CC(=O)Nc2ccccc21)C(=O)N1CCC[C@H]1C(=O)O,i,i
Cc1ccccc1NC(=O)Cc1ccccc1,i,i
S=C(NCCN1CCOCC1)N1CCN(c2cccc(Cl)c2)CC1,i,i
CCOC(=O)c1c(NC(=O)COC(=O)Cc2n[nH]c(=O)c3ccccc23)sc(C(=O)N(C)C)c1C,i,i
CCC(=O)N1CCN(c2ccc(NC(=O)c3ccc4ccccc4c3)cc2)CC1,i,i
O=C(c1ccc(N2CCN(C3CC(=O)N(c4ccc(F)cc4)C3=O)CC2)cc1)c1cccnc1 (stereo not given),i,i
CC(/C=N/N1C(=O)CSC1=S)=C\c1ccccc1,i,i
c1cncc(-c2csc(-c3cccnc3)n2)c1,i,i
O=C(OCC(=O)N1CCN(c2ccccc2)CC1)c1ccc2ccccc2n1,i,i
Cc1[nH]c2ccc(-c3n[nH]c(=S)n3-c3ccccc3)cc2c1C,i,i
COc1cc2ccccc2nn1,i,i
CCN(CC)C(=O)N(CC)Cc1ccccc1,i,i
CCOc1ccc(C(=O)Oc2cc(C)[nH]c(=O)c2[N+](=O)[O-])cc1OCC,i,i
CCOP(=O)(OCC)c1nc(-c2ccc(F)cc2)oc1NCc1ccccc1,i,i
CSc1ccc(/C=C(\C#N)C(=O)NC2CCCCC2)cc1,i,i
CS(=O)(=O)N(CC(=O)Nc1ccc(Cl)c(Cl)c1)C1CCCCC1,i,i
O=C(CN1CCN(Cc2ccc3c(c2)OCO3)CC1)NCC(F)(F)F,i,i
CC(NC(=O)C1CCCN(S(=O)(=O)c2ccc(-n3cnnn3)cc2)C1)c1ccc(F)cc1 (stereo not given),i,i
Cc1ccc(CCNC(=O)CNC(=O)c2cccs2)cc1,i,i
Cc1ccc(-n2c(CNc3ccc(F)cc3)nnc2SCC(=O)NCc2ccco2)cc1,i,i
CC(C)CC(CO)N1CCN(C(=O)c2ccc(Cl)c(Cl)c2)CCC1=O (stereo not given),i,i
COc1ccc(NC(=O)Nc2ccc(N(C)C)cc2)cc1,i,i
CN(CC(=O)Nc1c(Cl)cccc1Cl)C(=O)c1cc(-c2cccs2)nn1-c1ccccc1,i,i
CCC(=O)Nc1nnc(SCc2ccc(F)cc2)s1,i,i
O=C(O/N=C1\CCS(=O)(=O)c2sccc21)C1CC1,i,i
CCCNC(=O)Cn1nc([N+](=O)[O-])c([N+](=O)[O-])c1C,i,i
Cc1cc(/C=N/Nc2ccc([N+](=O)[O-])cn2)c(C)n1-c1ccc(C(=O)O)cc1,i,i
O=C(CCc1c[nH]c2ccccc12)NCc1ccc2c(c1)OCO2,i,i
COCCCNC(NC(=O)c1ccc(Cl)cc1)C(Cl)(Cl)Cl (stereo not given),i,i
Cc1ccc(Cn2c(=O)cc(C(=O)O)c3ccccc32)cc1,i,i
COc1cc(CNc2nc3ccccc3n2C)cc(OC)c1OC,i,i
CC(CCc1ccccc1)NC(=O)c1ccc2nc(N3CCOCC3)sc2c1 (stereo not given),i,i
Cc1c(C#N)c(O)[nH]c(=O)c1N=Nc1ccc(Cl)c(C(=O)O)c1,i,i
C/C(=N\NC(=O)CCc1ccccc1)c1ccc(Br)cc1,i,i
COc1ccc(/C=N/NC(=O)c2cccc(OC(F)(F)C(F)F)c2)cc1O,i,i
CC(=O)NS(=O)(=O)c1ccc(N2C(=O)c3ccccc3C2=O)cc1,i,i
COc1cccc(COC(=O)C2CCN(S(=O)(=O)c3cccs3)CC2)c1OC,i,i
CCCCCC(=O)N/N=C/c1cccs1,i,i
c1ccc(CCCN2CCOCC2)cc1,i,i
O=S(=O)(c1cccs1)N1CN(Cc2ccc(Cl)cc2)c2nc3ccccc3nc21,i,i
CO[C@H]1O[C@@H]2O[C@@]3(C)CC[C@H]4[C@H](C)CC[C@@H]([C@H]1C)[C@@]24OO3,i,i
CC(O)[C@H]1CNCCN1CC1(c2ccccc2)CC1 (stereo not given in full),i,i
CCN(C(=S)NC(=O)c1ccccc1Br)C1CCCCC1,i,i
Cc1ccc(C2=NN(CC(=O)NCc3cccnc3)C(=O)CC2)cc1,i,i
CCc1ccc2c(CN3CCN(S(=O)(=O)c4cccs4)CC3)cc(=O)oc2c1,i,i
Cc1ccc(C2CC(c3cccs3)=NN2C(=O)CSc2nc(=O)n3ccc(C)cc3n2)cc1 (stereo not given),i,i
Cc1[nH]n(-c2ccccc2)c(=O)c1/C=N/Nc1nncc(-c2ccccc2)n1,i,i
CC(C)Cn1c(SCC(=O)NC2CCCc3ccccc32)nc(O)cc1=O (stereo not given),i,i
CCN1CCN(C(=S)NCC(C)C)CC1,i,i
O=C(CN1C(=O)NC2(CCCCCC2)C1=O)c1ccc(F)cc1,i,i
COc1cc(OC)cc(C(=O)NNS(=O)(=O)c2ccc(F)cc2)c1,i,i

(more compounds)
Structure,CHT PAM,CHT block
O=C(NCCCN1CCOCC1)c1ccc2c(c1)N(Cc1ccccc1)C(=O)c1ccccc1S2=O (stereo not given),i,i
Cc1ccc(Cl)cc1NC(=O)CNCC(c1ccccc1)N(C)C (stereo not given),i,i
CCN(CC)S(=O)(=O)c1ccc(NC(=O)c2ccc(Sc3nncn3C)c([N+](=O)[O-])c2)cc1,i,i
CCN(CC)CCCn1c2c(c(SCC(=O)Nc3cccc4ccccc34)nc1=O)CCC2,i,i
O=C(NCc1ccccc1OC(F)(F)F)C1CCC(=O)N(CCc2ccccn2)C1 (stereo not given),i,i
Nc1ccc(C23CC4CC(CC(CO)(C4)C2)C3)cc1,i,i
Cc1cccc(NC(=O)c2ccc(NC(=O)c3ccccc3Br)cc2)c1,i,i
O=c1c2cc(Br)ccc2nc2n1CCCCC2,i,i
COc1ccc(C(=O)NCC(=O)N/N=C/C(C)=C/c2ccco2)cc1OC,i,i
COCC(C)NS(=O)(=O)c1ccccc1 (stereo not given),i,i
CC(C)(C)N1C(=O)c2ccc(C(=O)Nc3nccs3)cc2C1=O,i,i

CHT block, what is marked active above
SMILES	CHT block
CCc1nn2c(NCCOC)cc(C)nc2c1-c1ccc(F)cc1	-5.1*

Compound profiles (already shown).
`O=C(CCN1C(=O)CSC1=O)Nc1ccccc1` is entered as CHT PAM = i; CHT block = i
`CC(C)N(C(=O)COC(=O)CNS(=O)(=O)c1ccccc1F)c1ccccc1` is entered as CHT PAM = i; CHT block = i
